AGP1 TOR yeast: yeast TOR pathway AGP1-GFP modulation; S. cerevisiae AGP1-GFP multiplex flow cytometry, 3 h; GFP as percent of DMSO wells; GFP response vs DMSO, % at 10 µM; hit rate 0.02% among 320,000; AID 2066;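 active = GFP response relative to DMSO above a set limit, near screen average plus 3 SD, cut at about 150% in these data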;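 note: median GFP channel fluorescence of the gated AGP1 strain per well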
LAP4-GFP MLPCN: modulators of TOR pathway LAP4-GFP in S. cerevisiae; S. cerevisiae LAP4-GFP multiplex, flow cytometry GFP, 3 h; median GFP as percent of DMSO wells; GFP response vs DMSO, % at 10 µM; hit rate 0.34% among 320,000;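 active = GFP response vs DMSO above a set limit, about the screen mean plus 3 SD, cut at about 150% in these data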
AHR act: activators of human aryl hydrocarbon receptor | activation, % at 5 µM | hit rate 2.5% among 320,000 | AHR-responsive luciferase reporter cells, luminescence | AID 2796; in the data active = activation above about 47%;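 note: 0% = vehicle wells and 100% = reference agonist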
Target sequence (P35869 whole entry, looked up): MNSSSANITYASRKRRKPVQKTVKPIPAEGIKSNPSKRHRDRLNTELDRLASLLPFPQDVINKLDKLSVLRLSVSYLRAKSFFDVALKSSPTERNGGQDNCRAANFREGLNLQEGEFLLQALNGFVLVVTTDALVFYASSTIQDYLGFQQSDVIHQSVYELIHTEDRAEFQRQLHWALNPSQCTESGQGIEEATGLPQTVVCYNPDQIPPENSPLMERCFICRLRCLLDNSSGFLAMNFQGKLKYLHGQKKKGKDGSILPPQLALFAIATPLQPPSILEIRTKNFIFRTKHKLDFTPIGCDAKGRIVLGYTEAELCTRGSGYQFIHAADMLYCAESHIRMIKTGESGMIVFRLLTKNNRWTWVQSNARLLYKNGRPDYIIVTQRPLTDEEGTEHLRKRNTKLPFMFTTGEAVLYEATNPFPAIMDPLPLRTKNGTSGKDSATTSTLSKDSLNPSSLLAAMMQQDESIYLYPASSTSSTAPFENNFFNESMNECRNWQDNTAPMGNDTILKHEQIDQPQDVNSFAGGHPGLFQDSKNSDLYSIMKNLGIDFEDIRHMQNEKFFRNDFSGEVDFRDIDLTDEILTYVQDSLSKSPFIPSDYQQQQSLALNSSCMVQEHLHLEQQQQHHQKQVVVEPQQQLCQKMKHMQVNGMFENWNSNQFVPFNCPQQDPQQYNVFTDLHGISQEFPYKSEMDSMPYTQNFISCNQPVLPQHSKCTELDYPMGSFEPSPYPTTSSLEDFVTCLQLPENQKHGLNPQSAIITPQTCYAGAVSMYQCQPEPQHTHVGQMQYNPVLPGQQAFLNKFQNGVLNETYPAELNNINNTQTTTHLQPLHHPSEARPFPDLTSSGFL
RPL19A TOR yeast: alters RPL19A-GFP fluorescence in TOR pathway yeast screen; S. cerevisiae RPL19A-GFP strain, flow cytometry, 3 h; active compounds read low; percent response vs DMSO, % at 10 µM; hit rate 0.3% among 330,000; AID 2025;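 active = percent response vs DMSO below 50%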;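 note: median channel GFP fluorescence of the barcoded RPL19A-GFP strain; ratio of sample median GFP to plate DMSO average so 100% = DMSO; lower means less RPL19A-GFP as with rapamycin TOR inhibition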
Efflux pump inh: antifungal efflux pump inhibition, Nile Red retention. S. cerevisiae Candida pump triplex. inhibition, % at 10 µM. hit rate 0.44% among 330,000;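 active = plate passing quality check with inhibition over a set limit, or well fluorescence over plate mean plus 4 SD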;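 note: Nile Red retained in pooled yeast measured as flow cytometry median fluorescence; 0% = buffer negative control and 100% = Enniatin B positive control; higher means more Nile Red kept so more efflux inhibition; some compounds called inactive have numbers as strong as hits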
Yeast superoxide: caloric restriction mimetics inhibiting age-related superoxide in yeast; S. cerevisiae aged cells, superoxide DHE fluorescence; active compounds read low; superoxide response (% of plate mean), % at 10 µM; hit rate 0.18% among 330,000;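 active = superoxide response under a set limit, about three screen SD below normal, cut at about 65% in these data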;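 note: yeast aged for seven days with compound at 30 °C before DHE staining; 100% = average MFI of all compound-treated wells on the plate with controls excluded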
CIT2 TOR yeast: alters CIT2-GFP fluorescence in TOR pathway yeast screen; S. cerevisiae CIT2-GFP strain, flow cytometry, 3 h; 100 means same as DMSO wells; GFP response vs DMSO, % at 10 µM; hit rate 0.065% among 320,000;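 active = GFP response relative to DMSO above a set limit, near the screen mean plus 3 SD, cut at about 150% in these data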;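 note: ratio of well median GFP fluorescence to mean of DMSO wells on the plate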
MEP2-GFP yeast: yeast TOR pathway MEP2-GFP modulation; S. cerevisiae MEP2-GFP strain, flow cytometry GFP, 3 h; 100% = DMSO control level; GFP response vs DMSO, % at 10 µM; hit rate 0.51% among 330,000;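 active = GFP response versus DMSO above a set limit, roughly screen mean plus 3 SD, cut at about 180% in these data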;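 note: median GFP fluorescence of the barcode-gated MEP2-GFP cells per well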
* marks the source's active call; other numbers are inactive results; . = not tested or not shown.

| compound | AGP1 TOR yeast | LAP4-GFP MLPCN | AHR act | RPL19A TOR yeast | Efflux pump inh | Yeast superoxide | CIT2 TOR yeast | MEP2-GFP yeast |
| --- | --- | --- | --- | --- | --- | --- | --- | --- |
| O=C(NC1CCCCNC1=O)c1ccc(Cl)cc1 (stereo not drawn) | 101 | 103 | 5 | 99 | 0.2 | 106 | 101 | 106 |
| COC(=O)c1cc(-c2ccc(Br)cc2)c2c(=O)n(C)c(=O)n(C)c2n1 | 101 | 93 | 8 | 104 | -0.1 | 106 | 102 | 106 |
| S=C(Nc1ccccc1)N1CCn2c(nc3ccccc32)C1 | 99 | 103 | 0 | 99 | 0.0 | 75 | 101 | 103 |
| COCCOC(=O)N/C=C\c1nc2ccccc2c(=O)[nH]1 | 97 | 89 | 55* | 100 | 0.0 | 93 | 99 | 94 |
| COc1ccc(N2C(=O)CC(NNc3ncc(Cl)cc3Cl)C2=O)cc1 (stereo not drawn) | 101 | 112 | 9 | 113 | 0.0 | 101 | 109 | 105 |
| S=C(NCC1CCCO1)Nc1ccc(Cl)cc1Cl (stereo not drawn) | 95 | 98 | 4 | 99 | -0.1 | 89 | 98 | 109 |
| Cc1cc([N+](=O)[O-])nn1CC(=O)Nc1nccs1 | 95 | 104 | -2 | 100 | -0.2 | 121 | 91 | 98 |
| O=C(c1ccccc1F)N1CCCC(C(=O)N2CCN(c3ccccc3)CC2)C1 (stereo not drawn) | 111 | 111 | -2 | 103 | -0.1 | 96 | 100 | 101 |

More records.
| compound | AGP1 TOR yeast | LAP4-GFP MLPCN | AHR act | RPL19A TOR yeast | Efflux pump inh | Yeast superoxide | CIT2 TOR yeast | MEP2-GFP yeast |
| --- | --- | --- | --- | --- | --- | --- | --- | --- |
| Cc1ccc(NC(=O)CSc2nnc(Cc3ccccc3)o2)cc1 | 102 | 106 | 4 | 99 | -0.2 | 104 | 94 | 102 |
| CN(C)S(=O)(=O)c1cccc(NC(=O)c2ccc(-n3cncn3)c([N+](=O)[O-])c2)c1 | 106 | 105 | 6 | 100 | 0.0 | 105 | 102 | 101 |
| CC(=O)Nc1ccc(SCc2csc(C)n2)cc1 | 100 | 96 | 3 | 100 | 0.4 | 125 | 103 | 103 |
| Nc1c(N(Cc2ccccc2)C(=O)CCc2ccccc2)c(=O)[nH]c(=O)n1Cc1ccccc1 | 94 | 94 | -2 | 90 | 0.1 | 108 | 86 | 96 |
| Cc1ccc2c(c1)[C@H]1[C@H](CO2)[C@H](c2ccccc2)[C@]2(C)C(=O)N(Cc3ccco3)CC(=O)N12 | 80 | 81 | -1 | 102 | -0.2 | 93 | 79 | 89 |
| COC(=O)c1ccc(Cn2nnc3c(=O)[nH]c(C4CCN(S(=O)(=O)c5ccc(F)cc5)CC4)nc32)cc1 | 106 | 95 | -1 | 105 | 0.0 | 109 | 102 | 101 |
| C/C(=N\Nc1ccc(Cl)c(C(=O)O)c1)c1cc2ccccc2o1 | 105 | 114 | 5 | 98 | 0.0 | 100 | 96 | 99 |
| COc1ccc(NC(=O)c2cc(-c3ccncc3)nc3ccc(Br)cc23)cc1OC | 88 | 77 | 32 | 108 | -0.4 | 104 | 92 | 106 |

The listing continues:
| compound | AGP1 TOR yeast | LAP4-GFP MLPCN | AHR act | RPL19A TOR yeast | Efflux pump inh | Yeast superoxide | CIT2 TOR yeast | MEP2-GFP yeast |
| --- | --- | --- | --- | --- | --- | --- | --- | --- |
| CC(=O)N(C(C)=O)c1nc2nc(C)cc(C)n2n1 | 116 | 109 | -1 | 98 | 0.1 | 99 | 108 | 109 |
| COC(=O)c1cn(-c2nc(C)c3c(n2)CCC3)nn1 | 92 | 100 | 1 | 95 | -0.1 | 100 | 105 | 99 |
| O=C(NCc1ccccc1)C1CC(=O)N(c2ccc(OCC(=O)N3CCCC3)cc2)C1 (stereo not drawn) | 90 | 88 | 2 | 89 | 0.1 | 94 | 87 | 92 |
| Cc1onc(-c2ccccc2)c1C(=O)Nc1ccc(S(=O)(=O)N2CCCCC2)cc1 | 108 | 111 | 1 | 101 | 0.8 | 79 | 93 | 106 |
| Clc1ccccc1CO/N=C1\CCCc2nonc21 | 99 | 96 | -7 | 101 | -0.6 | 77 | 95 | 100 |
| C/C(=N\NC(=O)c1cccc(S(=O)(=O)Nc2ccccc2Cl)c1)c1ccco1 | 104 | 100 | 4 | 105 | 0.0 | 116 | 104 | 105 |
| CC(O)C(NS(=O)(=O)c1ccc(Cl)cc1)C(=O)OCc1nnc(-c2ccccc2)o1 (stereo not drawn) | 104 | 101 | 0 | 102 | 0.0 | 119 | 104 | 107 |
| CCN(Cc1ccccc1)C(=O)Cn1c(=O)n(CC(=O)N2CCCCC2)c(=O)c2sccc21 | 114 | 110 | 3 | 100 | -0.3 | 89 | 110 | 100 |

Next compounds.
| SMILES | AGP1 TOR yeast | LAP4-GFP MLPCN | AHR act | RPL19A TOR yeast | Efflux pump inh | Yeast superoxide | CIT2 TOR yeast | MEP2-GFP yeast |
| --- | --- | --- | --- | --- | --- | --- | --- | --- |
| O=C(CSc1nccn1-c1ccc(F)cc1)NCc1ccc(F)cc1 | 100 | 95 | -1 | 94 | 0.0 | 99 | 95 | 97 |
| Cc1nc(-c2ccc(C(=O)NCCO)cc2)cs1 | 86 | 87 | 7 | 91 | 0.1 | 105 | 87 | 92 |
| Fc1ccc(NC(=S)Nc2cc(-c3ccccc3)[nH]n2)cc1Cl | 99 | 107 | 53* | 92 | 0.2 | 88 | 91 | 95 |
| Cc1cc(NC(=O)CSc2nnc(-c3cccc(Cl)c3)o2)no1 | 103 | 101 | 17 | 102 | -0.1 | 110 | 98 | 99 |
| O=C(Nc1cc(S(=O)(=O)N2CCCC2)ccc1Cl)c1cc(F)c(F)c(F)c1F | 98 | 94 | -1 | 97 | 0.2 | 89 | 105 | 101 |
| OCCC1CN(Cc2cnc(-c3ccccc3)s2)CCN1C1CCCCC1 (stereo not drawn) | 107 | 97 | 3 | 103 | 0.0 | 114 | 100 | 107 |
| COCCNC(=O)c1ccc(CS(=O)(=O)c2ccc(Cl)cc2)o1 | 98 | 95 | 1 | 100 | 0.0 | 98 | 95 | 98 |
| CC(=O)c1nn(-c2cccc(Cl)c2)cc1C(=O)c1ccco1 | 106 | 116 | 22 | 102 | 0.0 | 93 | 115 | 102 |
| Cc1c(O)ccc2c(=O)c(Oc3ccccc3)coc12 | 99 | 108 | . | 104 | 0.1 | 109 | 112 | 124 |
| N#Cc1nc(COc2ccc(F)cc2)oc1NCCN1CCOCC1 | 103 | 106 | 4 | 101 | -0.1 | 88 | 108 | 115 |
| CC1CC(C)CN(S(=O)(=O)c2ccc(C(=O)Nc3nnc(C4CC4)o3)cc2)C1 (stereo not drawn) | 115 | 137 | -2 | 102 | -0.1 | 83 | 110 | 105 |
| CCNS(=O)(=O)c1cccc(C(=O)c2c(C)cc3ccccn23)c1 | 111 | 102 | -3 | 107 | -0.4 | 77 | 109 | 103 |
| COc1cc(C(=O)OC(C)C(=O)Nc2ccc3c(c2)OCCO3)cc(OC)c1OC (stereo not drawn) | 97 | 93 | 0 | 94 | -0.2 | 105 | 92 | 92 |
| C#CCOCCOCCOCCNc1nc(N2CCN(C(=O)C([C@@H](C)O)n3cc([C@@H](N)CCCCN)nn3)CC2)nc(N2CCN(C(=O)[C@H](CCCCN)n3cc(CN)nn3)CC2)n1 (stereo partly drawn) | 95 | 91 | -1 | 109 | -0.5 | 96 | 95 | 98 |
| CC1=NN(c2nc(-c3ccc(C)cc3)cs2)C(=O)C1N=Nc1ccccc1O (stereo not drawn) | 97 | 104 | 51* | 109 | -0.2 | 87 | 104 | 97 |

Some values from the list:
Under Efflux pump inh, `O=C(CSc1nccn1-c1ccc(F)cc1)NCc1ccc(F)cc1` is listed with 0.0
Under Efflux pump inh, `C#CCOCCOCCOCCNc1nc(N2CCN(C(=O)C([C@@H](C)O)n3cc([C@@H](N)CCCCN)nn3)CC2)nc(N2CCN(C(=O)[C@H](CCCCN)n3cc(CN)nn3)CC2)n1` (stereo partly drawn) is listed with -0.5

(further entries)
| SMILES | AGP1 TOR yeast | LAP4-GFP MLPCN | AHR act | RPL19A TOR yeast | Efflux pump inh | Yeast superoxide | CIT2 TOR yeast | MEP2-GFP yeast |
| --- | --- | --- | --- | --- | --- | --- | --- | --- |
| O=C(CSc1nnc(NC(=O)c2ccccc2[N+](=O)[O-])s1)NC1CCCC1 | 100 | 109 | 1 | 95 | -0.1 | 91 | 94 | 96 |
| O=C(CS(=O)(=O)Cc1ccccc1)Nc1cccnc1 | 99 | 101 | 0 | 96 | -0.1 | 95 | 98 | 99 |
| Cc1ccc(SCCC(=O)N(C)C)cc1 | 101 | 95 | 1 | 96 | -0.1 | 94 | 102 | 107 |
| COc1ccccc1-n1cnnc1SCC(=O)Nc1ncc(Cl)cc1Cl | 94 | 96 | 2 | 94 | 0.1 | 110 | 86 | 95 |
| Cc1ccc(Sc2ccc(C(=O)N(C)C)cc2[N+](=O)[O-])cc1 | 87 | 97 | 0 | 93 | 0.1 | 104 | 83 | 88 |
| COc1ccccc1CC(=O)N1CCN(c2ccc(F)cc2)CC1 | 98 | 107 | -1 | 96 | 0.0 | 88 | 95 | 96 |
| COc1cccc(CC(CC(=O)O)C(=O)Nc2cc(C)ccc2C)c1 (stereo not drawn) | 104 | 100 | 0 | 106 | -0.2 | 94 | 107 | 102 |
| Cc1cccc(CSc2nnc(NC(=O)CSc3nnc(C)s3)s2)c1 | 87 | 90 | 0 | 86 | 0.2 | 113 | 90 | 90 |
| CC[C@@H](C)[C@H](CN[C@H](CNC)C(C)C)NC[C@@H](C)c1ccc(CC(C)C)cc1 | 77 | 122 | 2 | 96 | 0.2 | 99 | 76 | 93 |

A second format for part of the listing above:
Each structure is followed by: AGP1 TOR yeast	LAP4-GFP MLPCN	AHR act	RPL19A TOR yeast	Efflux pump inh	Yeast superoxide	CIT2 TOR yeast	MEP2-GFP yeast
O=C(NC1CCCCNC1=O)c1ccc(Cl)cc1 (stereo not drawn)
  101	103	5	99	0.2	106	101	106
COC(=O)c1cc(-c2ccc(Br)cc2)c2c(=O)n(C)c(=O)n(C)c2n1
  101	93	8	104	-0.1	106	102	106
S=C(Nc1ccccc1)N1CCn2c(nc3ccccc32)C1
  99	103	0	99	0.0	75	101	103
COCCOC(=O)N/C=C\c1nc2ccccc2c(=O)[nH]1
  97	89	55*	100	0.0	93	99	94
COc1ccc(N2C(=O)CC(NNc3ncc(Cl)cc3Cl)C2=O)cc1 (stereo not drawn)
  101	112	9	113	0.0	101	109	105
S=C(NCC1CCCO1)Nc1ccc(Cl)cc1Cl (stereo not drawn)
  95	98	4	99	-0.1	89	98	109
Cc1cc([N+](=O)[O-])nn1CC(=O)Nc1nccs1
  95	104	-2	100	-0.2	121	91	98
O=C(c1ccccc1F)N1CCCC(C(=O)N2CCN(c3ccccc3)CC2)C1 (stereo not drawn)
  111	111	-2	103	-0.1	96	100	101
Cc1ccc(NC(=O)CSc2nnc(Cc3ccccc3)o2)cc1
  102	106	4	99	-0.2	104	94	102
CN(C)S(=O)(=O)c1cccc(NC(=O)c2ccc(-n3cncn3)c([N+](=O)[O-])c2)c1
  106	105	6	100	0.0	105	102	101
CC(=O)Nc1ccc(SCc2csc(C)n2)cc1
  100	96	3	100	0.4	125	103	103
Nc1c(N(Cc2ccccc2)C(=O)CCc2ccccc2)c(=O)[nH]c(=O)n1Cc1ccccc1
  94	94	-2	90	0.1	108	86	96
